MEX-5 binding – C. elegans MEX-5 TCR-2 RNA binding activity. Q9XUB2. MEX-5/FITC-TCR2 RNA binding, fluorescence polarization; hits give low values. activity score (negative = inhibition of binding), % at 10 µM. 300,000 tested, 0.38% active. AID 1832;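 active = inhibition past about -25% in most replicates, and total fluorescence under double the plate's negative control median, limit read from the data; inconclusive = replicates evenly split on the limit, or fluorescence at least double controls; inactive = too little inhibition in most replicates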;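 also: 0% = DMSO and -100% = 5 µM competing unlabeled TCR2 RNA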
Target sequence (Q9XUB2 whole entry, looked up): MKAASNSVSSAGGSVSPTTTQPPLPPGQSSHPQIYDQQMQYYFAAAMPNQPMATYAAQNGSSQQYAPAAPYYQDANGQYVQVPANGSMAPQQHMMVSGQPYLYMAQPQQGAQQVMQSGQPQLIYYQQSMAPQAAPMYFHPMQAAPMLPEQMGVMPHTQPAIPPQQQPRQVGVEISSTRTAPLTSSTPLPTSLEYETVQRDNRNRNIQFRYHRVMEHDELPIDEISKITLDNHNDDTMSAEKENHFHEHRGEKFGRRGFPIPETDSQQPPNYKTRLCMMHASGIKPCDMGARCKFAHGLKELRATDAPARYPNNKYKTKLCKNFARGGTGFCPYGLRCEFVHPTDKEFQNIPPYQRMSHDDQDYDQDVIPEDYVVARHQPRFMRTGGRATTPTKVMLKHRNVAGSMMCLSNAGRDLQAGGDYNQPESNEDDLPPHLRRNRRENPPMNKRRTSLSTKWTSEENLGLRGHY
Starred values were filed as active, the others as inactive. These rows are one share of the data; count on the stated rates, not on these rows.

How did O=C(Cn1ncc(Cl)c(Cl)c1=O)N1CCc2ccccc21 do in these assays?
MEX-5 binding: 2.3

How did CCOc1ccc(CN2CCN(Cc3cc4ccccc4[nH]3)CC2CCO)cc1 (stereo not given) do in these assays?
MEX-5 binding: -0.7

Results for O=C(Nc1ccc(Oc2cccnc2)cc1)C1CCN(Cc2ccccc2F)CC1 ?
MEX-5 binding: 1.6

What do the screens show for `COc1ccc(-c2cc(C(F)(F)F)n3nc(C(=O)N4CCOCC4)nc3n2)cc1`?
MEX-5 binding: -1.1

Results for Cc1ccc(S(=O)(=O)N2CCC(C(=O)Nc3nnc(COc4ccccc4)s3)CC2)cc1 ?
MEX-5 binding: -1.1

Results for O=S(=O)([O-])CCC[n+]1c(/C=C\Nc2ccccc2)oc2ccc(-c3ccccc3)cc21 ?
MEX-5 binding: inconclusive

Results for CC1=C(C#N)C(=O)NC(=O)/C1=C\c1ccc(-c2cc(C)c(C)cc2[N+](=O)[O-])o1 ?
MEX-5 binding: -20

What do the screens show for `C(=N\NC1=Nc2cccc3cccc1c23)/c1ccccn1`?
MEX-5 binding: -4.1

How did CNCCCOc1ccc(C(C)(C)c2ccccc2)cc1 do in these assays?
MEX-5 binding: 1.3

What do the screens show for `CC(C)C(=O)N1CCN(CCN2C(=O)c3cccc4cccc(c34)C2=O)CC1`?
MEX-5 binding: 1.8

What do the screens show for `Cc1cc[n+](-c2[nH]c(=O)sc2/C=N/N=C(\[O-])c2ccccc2)cc1C`?
MEX-5 binding: inconclusive

Results for Cc1ccc(C)c(N2CCN(S(=O)(=O)c3ccc4c(c3)CCC(=O)N4)CC2)c1 ?
MEX-5 binding: 0.3

Results for CCCCN(CC)C(=O)CSc1nc2c(sc(=S)n2-c2ccc(OCC)cc2)c(=O)[nH]1 ?
MEX-5 binding: -0.4

What do the screens show for `Cc1ccc(SCCN2CCN(C)CCC2=O)cc1`?
MEX-5 binding: -2.1

Results for S=C(Nc1ccccc1)Nc1ccccc1-n1cccc1 ?
MEX-5 binding: -1.7

How did Cc1cc(Cl)ccc1OCC(=O)Nc1ccc(CN2CCOCC2)cc1 do in these assays?
MEX-5 binding: -0.6

How did CCC(c1nnnn1C(C)(C)CC)N(CCCO)Cc1cc2cc(C)cc(C)c2[nH]c1=O (stereo not given) do in these assays?
MEX-5 binding: -0.4

What do the screens show for `CCCCCCCCCCCCCCCC(=O)OC[C@H](COP(=O)([O-])OCC[N+](C)(C)C)OC(=O)CCCCCCCCCCCCCCC`?
MEX-5 binding: -0.8

What do the screens show for `Cc1cc(NC(=O)c2ccc(S(=O)(=O)N3CCCC3)cc2)nc2c1c(=O)oc1ccccc12`?
MEX-5 binding: 2.3

What do the screens show for `Cn1cnc([N+](=O)[O-])c1S(=O)(=O)c1ccc(Cl)cc1`?
MEX-5 binding: 0.5

What do the screens show for `Cc1cc(C)c2c(=O)n(CC(=O)N3CCC(Cc4ccccc4)CC3)sc2n1`?
MEX-5 binding: 2.6

What do the screens show for `O=C(Nc1ccc(Cl)cn1)c1cccc(S(=O)(=O)N2CCCCC2)c1`?
MEX-5 binding: 1.3

Results for CON1C(=O)C(=O)N(OC)C2CCCCC21 (stereo not given) ?
MEX-5 binding: -1.4

How did CC(c1ccccc1)n1c(NCCCn2ccnc2)nc2c1c(=O)[nH]c(=O)n2C (stereo not given) do in these assays?
MEX-5 binding: -0.2

How did CN1C2CCC1/C(=C\c1ccccc1Cl)C(=O)/C2=C\c1ccccc1Cl do in these assays?
MEX-5 binding: 3.0

What do the screens show for `COc1ccc(CCC(C)NC2C3CC4CC(C3)CC2C4)cc1` (stereo not given)?
MEX-5 binding: -0.5

How did CC1OC(OC2C(OC3C(O[C@H]4CC[C@]5(C)C6C=C[C@]78OC[C@@]9(CC[C@@H](C)[C@H](C)C97)[C@H](O)C[C@@]8(C)[C@]6(C)CC[C@H]5C4(C)C)OC(C)C(O)C3O)OC(CO)C(O)C2O)C(O)C(O)C1O (stereo not given in full) do in these assays?
MEX-5 binding: -1.3

What do the screens show for `COc1cc(-c2noc(CCC(N)=O)n2)cc(OC)c1OC`?
MEX-5 binding: 0.8

Results for O=C1C=CC(=O)N1CCNc1ncc(C(F)(F)F)cc1Cl ?
MEX-5 binding: 0.7

What do the screens show for `O=C1CCc2cc(S(=O)(=O)NCc3ccc(F)cc3)cc3c2N1CC3`?
MEX-5 binding: -3.1

Results for COc1ccc(C(=O)CNc2ccc3ccccc3c2)cc1 ?
MEX-5 binding: -1.8

How did COc1ccc(Cn2c(C)nc3oc4cc(OC)ccc4c(=O)c3c2=O)cc1 do in these assays?
MEX-5 binding: -5.2

What do the screens show for `NC(=O)c1nsc(C(=O)N(Cc2ccco2)C(C(=O)NC2CCCC2)c2ccc(O)cc2)c1N` (stereo not given)?
MEX-5 binding: -0.3

Results for COc1ccc2o/c(=N/NC(=S)Nc3ccccc3)c(C(N)=O)cc2c1 ?
MEX-5 binding: -4.3

What do the screens show for `CCN(CC)CCN1C(=O)C(=O)/C(=C(/O)c2ccc(C)cc2)C1c1ccncc1` (stereo not given)?
MEX-5 binding: -1.2

How did COc1cc(C)c(Cl)cc1S(=O)(=O)NCc1ccncc1 do in these assays?
MEX-5 binding: 0.6

How did CC(=O)Nc1ccc(S(=O)(=O)N2CCC(NC(=O)C(Cc3ccc(C)cc3)NC(C)=O)CC2)cc1 (stereo not given) do in these assays?
MEX-5 binding: -2.5

Results for Cc1cc(OCCn2nc(C(=O)O)c3ccccc3c2=O)ccc1C(C)C ?
MEX-5 binding: -0.9

Results for COc1ccc(-n2c(NC(=O)c3ccc(Br)o3)c(C#N)c3nc4ccccc4nc32)cc1 ?
MEX-5 binding: -3.5

What do the screens show for `Oc1c(C(Nc2nccs2)c2ccc(C(F)(F)F)cc2)ccc2cccnc12` (stereo not given)?
MEX-5 binding: -1.4

How did CC(C)(C)OC(=O)NC1CC2CCCC(C1)N2Cc1ccccc1 (stereo not given) do in these assays?
MEX-5 binding: -1.3

What do the screens show for `CCCCN1C(=O)/C(=C/C=C2\SCCN2C)SC1=S`?
MEX-5 binding: 16

Results for O=C(c1ccc(S(=O)(=O)N2CCCC2)cc1)N1CCN(S(=O)(=O)c2cccc(F)c2)CC1 ?
MEX-5 binding: -0.1

How did O=C(Nc1ccccc1)N1N=CCC1c1ccccc1 (stereo not given) do in these assays?
MEX-5 binding: -1.6

What do the screens show for `O=[N+]([O-])/C=C\c1ccc(N2CCCC2)c(F)c1`?
MEX-5 binding: 8.9

What do the screens show for `C1CCN(c2nc(N3CCCC3)nc(N3CCNCC3)n2)C1`?
MEX-5 binding: 4.4

How did COc1ccc(CCNC(=O)Cn2c(=O)n(Cc3ccco3)c(=O)c3ccc(Cl)cc32)cc1OC do in these assays?
MEX-5 binding: -2.0

Results for O=C(CNC(=O)c1cccs1)N/N=C/c1cccc(Br)c1 ?
MEX-5 binding: 0.7

Arranged by count of non-hydrogen atoms (ascending): some entries from above.
Results for Cc1cc(OCCn2nc(C(=O)O)c3ccccc3c2=O)ccc1C(C)C ?
MEX-5 binding: -0.9

Results for COc1ccc(-n2c(NC(=O)c3ccc(Br)o3)c(C#N)c3nc4ccccc4nc32)cc1 ?
MEX-5 binding: -3.5

How did COc1ccc(CCNC(=O)Cn2c(=O)n(Cc3ccco3)c(=O)c3ccc(Cl)cc32)cc1OC do in these assays?
MEX-5 binding: -2.0

Later entries:
How did COc1ccc(N(C(=O)c2snc(C(N)=O)c2N)C(C(=O)NC2CCCC2)c2ccco2)cc1OC (stereo not given) do in these assays?
MEX-5 binding: 1.3

Results for CN(C)CCNc1ccc(-c2n[nH]c(=O)c3ccccc23)cc1[N+](=O)[O-] ?
MEX-5 binding: -2.2

What do the screens show for `CCCCn1nnc(N(C(=O)c2cccs2)C(=O)c2cccs2)n1`?
MEX-5 binding: -4.8

What do the screens show for `CCCCn1c(=O)c2c(nc3n2CCCN3Cc2ccccc2)n(C)c1=O`?
MEX-5 binding: -0.7

Results for CN(CC1CCCN(CCc2cccc(C(F)(F)F)c2)C1)C(=O)c1cc2ccccc2o1 (stereo not given) ?
MEX-5 binding: 1.2

How did O=c1[nH]c2cc3c(cc2cc1C(c1nnnn1CC1CCCO1)N1CCCCCC1)OCO3 (stereo not given) do in these assays?
MEX-5 binding: -1.0

Results for O=S(=O)(c1ccccc1)N1CCC2(CC1)OCCN2S(=O)(=O)c1cccs1 ?
MEX-5 binding: -1.1

What do the screens show for `Cc1cc(/C=N/NC(=O)Cn2c3ccccc3c(=O)c3ccccc32)c(C)n1-c1ccc(Cl)cc1`?
MEX-5 binding: 0.5

How did CCC1CCCCN1C(=O)c1ccc(OC)c(OC2CCN(C(C)=O)CC2)c1 (stereo not given) do in these assays?
MEX-5 binding: -1.2

How did Cc1cc(N/N=C/c2ccncc2)nc2ccccc12 do in these assays?
MEX-5 binding: 2.1

Results for Cn1ccc(C(=O)Nc2cccnc2Cl)n1 ?
MEX-5 binding: -2.3

How did Cc1cc(C)cc(CN2CCC(Oc3ccc(C(=O)N4CCCC4)cc3)CC2)c1 do in these assays?
MEX-5 binding: 0.3

What do the screens show for `CCc1ccc(OC2=NS(=O)(=O)c3ccccc32)cc1`?
MEX-5 binding: -1.1

Results for COCCN(CC(=O)NC1CCCCC1)C(=O)/C=C/C(=O)c1ccc(OC)cc1O ?
MEX-5 binding: -7.4

What do the screens show for `Cc1ccc(NC(=O)CNC2CCS(=O)(=O)C2)cc1C` (stereo not given)?
MEX-5 binding: 1.0

What do the screens show for `CCOC(=O)C(=Cc1cc(=O)c(OC)co1)C(=O)OCC`?
MEX-5 binding: 3.3

What do the screens show for `Cc1cc(-c2sccc2Br)nc(-n2cccc2)n1`?
MEX-5 binding: 4.0

Results for COc1ccc(CC(NC(C)=O)C(=O)NC2CCN(C(=O)c3cccc(Cl)c3)CC2)cc1OC (stereo not given) ?
MEX-5 binding: -2.7

How did CCn1c(SCC(=O)N2CCN(c3ccc(F)cc3)CC2)nnc1-c1ccncc1 do in these assays?
MEX-5 binding: 0.5

How did Cc1ccc(-c2nnn(CC(=O)N(CC(=O)NC3CCCCC3)c3ccccc3F)n2)o1 do in these assays?
MEX-5 binding: -5.1

Results for Cc1cc(C)c2oc(=O)cc(CN3CCN(Cc4ccc5c(c4)OCO5)CC3)c2c1 ?
MEX-5 binding: 1.1

How did O=C(OCn1nnc2ccccc2c1=O)c1ccc2ccccc2n1 do in these assays?
MEX-5 binding: -1.5

Results for Cc1onc(-c2c(F)cccc2Cl)c1C(=O)Nc1ccc(S(=O)(=O)Nc2ncccn2)cc1 ?
MEX-5 binding: -0.3

Results for O=C(CSc1nnc(-c2ccccc2O)o1)N1CCOCC1 ?
MEX-5 binding: 0.2

Four records picked at random from the list so far, as already listed:
Results for O=C(CSc1nnc(-c2ccccc2O)o1)N1CCOCC1 ?
MEX-5 binding: 0.2

How did Cc1ccc(-c2nnn(CC(=O)N(CC(=O)NC3CCCCC3)c3ccccc3F)n2)o1 do in these assays?
MEX-5 binding: -5.1

Results for COCCN(CC(=O)NC1CCCCC1)C(=O)/C=C/C(=O)c1ccc(OC)cc1O ?
MEX-5 binding: -7.4

How did CCn1c(SCC(=O)N2CCN(c3ccc(F)cc3)CC2)nnc1-c1ccncc1 do in these assays?
MEX-5 binding: 0.5

(listing goes on)
How did COc1cccc(NC(=S)NN=C2CCCCCC2)c1 do in these assays?
MEX-5 binding: 0.3

What do the screens show for `CC1CC(O)C(C)CN1` (stereo not given)?
MEX-5 binding: -4.2

How did Cc1ccc2[nH]c3c(c2c1)CN(C(=O)CN1CCSCC1)CC3 do in these assays?
MEX-5 binding: -12

Results for Cc1nc(C)c(C(=O)C2=C(O)C(=O)N(CCCn3ccnc3)C2c2ccccc2)s1 (stereo not given) ?
MEX-5 binding: -0.3

Results for COc1ccc(C(=O)N2c3cc4c(cc3C(C)=CC2(C)C)OCO4)cc1 ?
MEX-5 binding: 0.6

How did Cc1ccc(S(=O)(=O)/C(C#N)=C/c2c(N3CCOCC3)nc3ccccn3c2=O)cc1 do in these assays?
MEX-5 binding: -0.9

What do the screens show for `CC(=O)NCCC(=O)Nc1nc(-c2ccc3ccccc3c2)cs1`?
MEX-5 binding: -0.2

How did O=C(O)c1ccc(NS(=O)(=O)c2cccc(C(=O)Nc3ccccc3[N+](=O)[O-])c2)cc1 do in these assays?
MEX-5 binding: 1.4

Results for Cc1nc(COC(=O)c2cc(O)c3ccccc3c2O)cs1 ?
MEX-5 binding: -2.2

How did COc1ccc2cc(CN(CC3COCCO3)S(=O)(=O)c3ccccc3)c(=O)[nH]c2c1 (stereo not given) do in these assays?
MEX-5 binding: 0.5

What do the screens show for `CCOC(=O)C1CCN(c2nc(N)c3c(N)nc(SCC(=O)O)cc3c2C#N)CC1`?
MEX-5 binding: -23

What do the screens show for `CC(=O)Nc1ccc(NC(=O)CSC2=NCCS2)cc1`?
MEX-5 binding: 0.2

What do the screens show for `CCOC(=O)C(=CNc1ccccc1Cl)C(=O)OCC`?
MEX-5 binding: -1.1

What do the screens show for `COC(C/C=C\[C@@H](O)COCc1ccccc1)OC`?
MEX-5 binding: 0.5

How did CCOC(=O)c1c(C)[nH]sc1=S do in these assays?
MEX-5 binding: -2.6

How did CC(C)N=C1NN=C(c2ccc(Cl)c(Cl)c2)CS1 do in these assays?
MEX-5 binding: 3.9

Results for O=C(O)CN1CCNCC1 ?
MEX-5 binding: 1.6

What do the screens show for `COCCNC(=S)Nc1cc(OC)c(OC)cc1C#N`?
MEX-5 binding: 1.7

How did COc1cccc(CN2CC(C(=O)NCc3ccc(Cl)s3)CCC2=O)c1 (stereo not given) do in these assays?
MEX-5 binding: 3.0

Results for COc1cc(/C=C2\SC(=O)N(CCN)C2=O)ccc1OS(=O)(=O)c1cc(C)ccc1C ?
MEX-5 binding: -1.9

What do the screens show for `CSCc1nc2scc(-c3ccccc3)c2c(=O)[nH]1`?
MEX-5 binding: 0.5

How did COc1cccc(CC(NC(C)=O)C(=O)NC2CCN(C(=O)C3CCCCC3)CC2)c1OC (stereo not given) do in these assays?
MEX-5 binding: -0.2

Results for COC(=O)c1ccc(N2NC(=O)/C(=C/c3ccc(-c4ccc(Cl)c(C(=O)O)c4)o3)C2=O)cc1 ?
MEX-5 binding: inconclusive

Results for CCOc1ccccc1C(=O)NC1CCN(Cc2nnnn2C2CCCC2)CC1 ?
MEX-5 binding: 3.1

How did COc1cc([N+](=O)[O-])cc(/C=N/NC(=O)CC#N)c1O do in these assays?
MEX-5 binding: -32*
